High-throughput results as filed in PubChem.
NR5A2 inv ag – suppresses constitutive activity of human LRH-1. 360,000 tested, 0.13% active. HEK293T StAR-luciferase reporter, LRH-1 transfected, 24 h. AID 602396. O00482. inhibition, % at 3.6 µM;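 active = inhibition above the mean inhibition of all tested compounds plus 3 SD, cut at about 73% in these data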;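 also: 0% = DMSO wells and 100% = reporter-only cells lacking LRH-1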
NCOA1 inh – inhibits human SRC1 coactivator; Q15788; HEK293 GAL4-SRC1 luciferase reporter, luminescence; inhibition, % at 3.6 µM; 360,000 tested, 0.12% active;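 active = inhibition above the campaign mean plus 3 SD, with each screening campaign given its own cutoff, cut at about 60% in these data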;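 also: 0% = DMSO treated cells and 100% = gossypol at 36 µM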
MC4R ag barr – agonists of human melanocortin 4 receptor (MC4R) beta-arrestin; activation, % at 8.9 µM; AID 540308; U2OS MC4R beta-arrestin complementation, luminescence; percent of melanotan II response, DMSO zero; 360,000 tested, 0.98% active;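 active = activation above a per-plate cutoff, the mean activation of sample wells on that plate plus 3 SD, cut at about 8% in these data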
ABHD5-PLIN5 inh – ABHD5-PLIN5 protein interaction inhibition; inhibition, % at 4 µM; Q00G26+Q8WTS1; 360,000 tested, 0.78% active; Split G. princeps luciferase complementation, luminescence, 4 h;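 active = inhibition above the mean inhibition across every tested compound plus 3 SD, cut at about 22% in these data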;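 also: 0% = DMSO only wells and the 100% control is not disclosed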
EBV LMP1 NFkB – reduces LMP1-driven NF-kappaB luciferase signal | LMP1-induced NF-kappaB luciferase reporter cells, luminescence | inhibition, % at 12.5 µM | AID 504558 | 350,000 tested, 0.69% active; in the data active = inhibition above about 41%;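 also: 0% = neutral control wells and 100% = reference inhibitor control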
NCOA3 inh – inhibitors of human steroid receptor coactivator 3 (SRC3); Q9Y6Q9; HEK293 GAL4-SRC3 luciferase reporter, luminescence; inhibition, % at 3.6 µM; 360,000 tested, 0.17% active;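 active = inhibition above a per-campaign cutoff, the mean of all compounds plus 3 SD, cut at about 60% in these data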;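 also: 0% = DMSO-treated cells and 100% = gossypol-treated cells at 36 µM; higher means less SRC3-driven luciferase light from the GAL4 reporter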
NCOA2 inhibitor – human SRC2 (NCOA2) inhibition; HEK293 GAL4-SRC2 luciferase reporter, luminescence; inhibition, % at 9 µM; Q15596; 370,000 tested, 0.17% active;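 active = inhibition above the mean inhibition of all tested compounds plus 3 SD, set per campaign, cut at about 52% in these data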;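 also: 0% = DMSO treated cells and 100% = cells given Gossypol at 36 µM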
Target sequence (Q15596 whole entry, looked up, the tested form may be a part): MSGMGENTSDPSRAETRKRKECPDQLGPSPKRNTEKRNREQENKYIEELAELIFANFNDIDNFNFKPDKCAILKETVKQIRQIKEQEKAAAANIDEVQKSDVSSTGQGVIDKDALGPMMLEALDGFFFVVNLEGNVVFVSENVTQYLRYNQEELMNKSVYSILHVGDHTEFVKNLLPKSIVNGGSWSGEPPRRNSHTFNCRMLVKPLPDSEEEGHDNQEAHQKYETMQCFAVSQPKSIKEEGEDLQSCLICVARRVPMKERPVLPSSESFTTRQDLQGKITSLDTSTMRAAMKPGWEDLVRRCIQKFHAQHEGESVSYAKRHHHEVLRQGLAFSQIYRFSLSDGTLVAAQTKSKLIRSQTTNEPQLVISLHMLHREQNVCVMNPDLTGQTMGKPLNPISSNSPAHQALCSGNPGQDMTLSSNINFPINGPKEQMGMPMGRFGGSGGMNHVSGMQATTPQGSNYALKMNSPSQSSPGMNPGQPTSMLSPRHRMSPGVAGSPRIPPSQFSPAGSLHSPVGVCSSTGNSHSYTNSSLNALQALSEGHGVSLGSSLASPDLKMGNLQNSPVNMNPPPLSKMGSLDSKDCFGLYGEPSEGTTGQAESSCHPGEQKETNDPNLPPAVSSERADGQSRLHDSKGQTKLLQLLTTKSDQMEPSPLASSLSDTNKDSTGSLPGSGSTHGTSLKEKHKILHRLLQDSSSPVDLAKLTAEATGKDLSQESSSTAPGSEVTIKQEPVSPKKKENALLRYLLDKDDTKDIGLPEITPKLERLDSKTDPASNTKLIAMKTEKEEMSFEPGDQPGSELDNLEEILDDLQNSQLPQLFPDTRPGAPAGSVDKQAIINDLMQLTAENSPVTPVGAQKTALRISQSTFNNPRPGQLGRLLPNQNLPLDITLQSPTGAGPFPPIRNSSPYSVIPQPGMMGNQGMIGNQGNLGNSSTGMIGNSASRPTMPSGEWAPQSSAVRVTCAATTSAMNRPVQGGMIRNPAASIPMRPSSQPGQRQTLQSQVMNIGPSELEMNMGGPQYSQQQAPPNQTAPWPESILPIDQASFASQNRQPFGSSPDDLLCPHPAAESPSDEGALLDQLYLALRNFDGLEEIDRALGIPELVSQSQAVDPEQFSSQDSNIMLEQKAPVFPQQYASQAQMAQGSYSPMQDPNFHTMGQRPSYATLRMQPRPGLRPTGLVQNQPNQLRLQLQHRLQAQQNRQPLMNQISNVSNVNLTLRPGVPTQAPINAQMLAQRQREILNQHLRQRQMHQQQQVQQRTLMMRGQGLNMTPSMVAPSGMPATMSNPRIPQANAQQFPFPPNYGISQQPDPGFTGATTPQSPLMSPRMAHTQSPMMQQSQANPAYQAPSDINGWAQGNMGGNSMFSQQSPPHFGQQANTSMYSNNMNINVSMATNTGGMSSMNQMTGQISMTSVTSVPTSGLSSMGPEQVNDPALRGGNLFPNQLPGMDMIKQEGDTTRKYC
MC4R antag cAMP – blocks human MC4R cAMP signaling | inhibition, % at 6.5 µM | MC4R-expressing cells, MTII-stimulated cAMP, LANCE TR-FRET | P32245 | 360,000 tested, 0.48% active;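 active = inhibition above its plate's cutoff, the mean of tested wells on that plate plus 3 SD, cut at about 29% in these data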;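 also: 0% = Melanotan II alone and 100% = Melanotan II plus saturating MCL0020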
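system = U2OS cells with stable human MC4R expression | also added = Melanotan II challenge after compound preincubation | dosing = one concentration, 6.5 µM nominal | incubation = compound 30 min, challenge 1 h, detection 1 h | measured by = TR-FRET with Eu-cAMP and labeled anti-cAMP, 671 nm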
TLR9-MyD88 block – inhibitors of human TLR9-MyD88 binding. Q9NR96+Q99836. CHO BLA complementation TLR9-MyD88, CCF4 FRET ratio. 340,000 tested, 0.21% active. AID 504734. inhibition, % at 4.98 µM;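 active = inhibition above the mean over all tested compounds plus 3 SD, cut at about 21% in these data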;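 also: 0% = DMSO only wells and 100% = clavulanate BLA inhibitor control wells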
COUP-TFII inh – NR2F2 (human) inhibition, primary screen. P24468. HEK293T NGFI-A luciferase reporter, luminescence. inhibition, % at 8.6 µM. 370,000 tested, 0.7% active. AID 686940;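 active = inhibition above a per-plate cutoff, mean inhibition of test wells between control levels plus 3 SD, cut at about 38% in these data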;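 also: cells cotransfected with COUP-TFII expression vector driving the NGFI-A reporter; 0% = median of COUP-TF2 test wells and 100% = reporter-only cells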
NOD2 RIPK2 PPI – NOD2-RIPK2 protein interaction inhibition. O43353. CHO BLA complementation NOD2-RIPK2, CCF4 ratio. inhibition, % at 4.98 µM. 360,000 tested, 0.38% active; in the data active = inhibition above about 21%;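 also: 0% = vehicle only and 100% = reference blocker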
* marks the source's active call; other numbers are inactive results; . = not tested or not shown. The list is partial; the hit share may differ from the screen's.

SMILES	NR5A2 inv ag	NCOA1 inh	MC4R ag barr	ABHD5-PLIN5 inh	EBV LMP1 NFkB	NCOA3 inh	NCOA2 inhibitor	MC4R antag cAMP	TLR9-MyD88 block	COUP-TFII inh	NOD2 RIPK2 PPI
Cc1ccc(S(=O)(=O)N2CCCOC2CNC(=O)C(=O)NCc2ccccc2C)cc1 (stereo unspecified)	-4	-5	-0.5	-2	1	-1	-16	4	-6	-7	-11
CC(/C=C/c1cccs1)=C\C(=O)O	19	0	-0.6	3	1	10	-22	-3	-2	-5	-1
COC(=O)c1ccc(CN2C(=O)C(C)ON=C2c2ncccc2C)o1 (stereo unspecified)	-5	-1	1.1	-4	.	18	2	6	.	-18	8
O=S(=O)(NCc1ccc2c(c1)OCO2)c1c(F)cc(F)cc1Br	1	-9	-1.3	4	-9	-9	-9	8	-4	-3	0
CCOC(=O)Cn1c(SC)nc2sc3c(c2c1=O)CC(C)(C)OC3	29	-9	-0.4	5	16	-7	-20	1	-19	4	-6
COc1ccccc1CC(=O)Nc1c[nH]c(=O)[nH]c1=O	-7	-10	-0.5	3	4	3	-2	2	-2	-5	8
Cc1ccccc1OCC(=O)N/N=C/c1c(C)nn(-c2ccccc2)c1Cl	-2	10	0.2	1	13	13	6	4	-7	0	6
CC1=CC(C)(C)N2C(=O)C3(SCC(=O)N3c3ccc(O)cc3)c3cc(C)cc1c32 (stereo unspecified)	13	-1	-1.2	-6	-4	-5	23	9	-8	6	-5
COc1cc(C)c(NC(=O)C(=S)NCc2ccccc2)cc1C	15	19	-0.4	2	4	18	0	-1	5	3	-12
CC1CCCCC1NC(=O)CCS(=O)(=O)c1ccc2c(c1)NC(=O)CS2 (stereo unspecified)	-4	7	-1.0	-2	-3	21	11	6	6	24	-3
CCOC(=O)N1CCN(S(=O)(=O)c2cc(Br)cc3c2N(C(=O)C2CC2)CC3)CC1	-7	-8	0.4	4	15	10	10	3	5	-1	-2
Cc1ccc(OCC(=O)Nc2ccc(-n3cnnn3)cc2)c(C)c1	-14	-15	-1.4	9	8	12	-1	-3	5	-13	11
Cc1onc(-c2ccccc2Cl)c1C(=O)NCc1ccccc1F	4	-4	-1.0	-2	1	8	-7	4	-5	22	0
CN(C)S(=O)(=O)c1cccc(NC(=O)c2ccc(N3CCCC3=O)cc2)c1	-8	1	-4.0	-4	1	1	-9	7	7	-1	-10
Cc1ccn2c(NC3CCCCC3)c(-c3cccc(-c4cccc(Cl)c4)c3)nc2c1	9	0	-2.4	-28	-12	17	9	4	6	6	15
COc1ccc2nc(SCC(=O)Nc3nccs3)[nH]c2c1	-6	-25	-0.9	-5	0	6	-10	3	0	14	3
CC1(C)CN(c2ccc(Br)cc2)C(=O)[C@H]1CC(=O)Nc1ccccc1	0	-6	-3.0	-10	-3	11	16	9	-1	3	-1
c1cncc(-c2nc3c(ccc4ccccc43)[nH]2)c1	4	-65	-2.4	-10	-5	-17	-35	3	-5	-27	2
C[C@H](CO)N1C[C@H](C)[C@@H](CN(C)S(=O)(=O)c2cn(C)cn2)Oc2cc(Br)ccc2S1(=O)=O	10	3	-0.8	9	-1	0	-6	12	2	-4	5
Cn1c(SCC(=O)N2CCOCC2)nnc1-c1ccc2ncccc2c1	2	-7	-1.4	0	6	21	-2	18	0	13	-9
COc1ccc(S(=O)(=O)NN=C2CCCCC2)cc1	-4	2	-1.1	-2	-3	-4	4	-3	-21	-5	1
Cc1ccc(S(=O)(=O)N(C)c2ccc(OCC(=O)Nc3cccc(-n4cnnn4)c3C)cc2)cc1	3	2	2.0	5	3	2	8	16	-1	25	-2
C=CCn1c(SCC(=O)NCC2CCCO2)nc2scc(-c3ccco3)c2c1=O (stereo unspecified)	-19	-12	-1.5	34*	2	23	-10	4	3	12	-6
O=C1C(C2=NC(c3ccccn3)C3C(=O)N(c4ccc(OC(F)(F)F)cc4)C(=O)C23)=C(O)c2ccccc21 (stereo unspecified)	0	-15	1.4	2	-14	9	-1	3	10	-7	-8
Cc1ccc(NC(=O)C2CCN(S(C)(=O)=O)CC2)cc1	-7	-24	1.8	7	-1	3	-29	10	-6	4	0

Part of the list above, with the structure last:
NR5A2 inv ag	NCOA1 inh	MC4R ag barr	ABHD5-PLIN5 inh	EBV LMP1 NFkB	NCOA3 inh	NCOA2 inhibitor	MC4R antag cAMP	TLR9-MyD88 block	COUP-TFII inh	NOD2 RIPK2 PPI	SMILES
10	3	-0.8	9	-1	0	-6	12	2	-4	5	C[C@H](CO)N1C[C@H](C)[C@@H](CN(C)S(=O)(=O)c2cn(C)cn2)Oc2cc(Br)ccc2S1(=O)=O
2	-7	-1.4	0	6	21	-2	18	0	13	-9	Cn1c(SCC(=O)N2CCOCC2)nnc1-c1ccc2ncccc2c1
-4	2	-1.1	-2	-3	-4	4	-3	-21	-5	1	COc1ccc(S(=O)(=O)NN=C2CCCCC2)cc1

Back to the main list; the 5 compounds before the break are reprinted first.
SMILES	NR5A2 inv ag	NCOA1 inh	MC4R ag barr	ABHD5-PLIN5 inh	EBV LMP1 NFkB	NCOA3 inh	NCOA2 inhibitor	MC4R antag cAMP	TLR9-MyD88 block	COUP-TFII inh	NOD2 RIPK2 PPI
COc1ccc(S(=O)(=O)NN=C2CCCCC2)cc1	-4	2	-1.1	-2	-3	-4	4	-3	-21	-5	1
Cc1ccc(S(=O)(=O)N(C)c2ccc(OCC(=O)Nc3cccc(-n4cnnn4)c3C)cc2)cc1	3	2	2.0	5	3	2	8	16	-1	25	-2
C=CCn1c(SCC(=O)NCC2CCCO2)nc2scc(-c3ccco3)c2c1=O (stereo unspecified)	-19	-12	-1.5	34*	2	23	-10	4	3	12	-6
O=C1C(C2=NC(c3ccccn3)C3C(=O)N(c4ccc(OC(F)(F)F)cc4)C(=O)C23)=C(O)c2ccccc21 (stereo unspecified)	0	-15	1.4	2	-14	9	-1	3	10	-7	-8
Cc1ccc(NC(=O)C2CCN(S(C)(=O)=O)CC2)cc1	-7	-24	1.8	7	-1	3	-29	10	-6	4	0
COC(=O)[C@@H]1C[C@@H](c2ccccc2)[C@H](C)C1(C)C	0	-18	-0.3	2	4	-23	4	10	-8	6	8
Cc1ccc2sc(NNC(=O)c3ccc4c(c3)OCCO4)nc2c1C	12	4	0.8	-3	-4	7	11	3	0	9	-3
CC(C)(C)c1cc(-c2ccccc2)no1	3	21	-0.8	3	-6	6	-18	5	12	-5	2
C1CCC(Nc2nc3nonc3nc2N2CCSCC2)C1	12	4	0.9	2	3	9	-6	-1	2	21	1
O=C(O)c1ccccc1OCCOc1ccccc1C(=O)O	-5	8	-0.2	-2	1	-11	-22	-2	0	18	3
O=C(COc1cc2oc(=O)c3c(c2cc1Cl)CCC3)NCc1ccncc1	5	4	-1.3	-5	-5	13	-8	3	-10	5	-4
CCN(CC(=O)N1CCCC1)S(=O)(=O)c1ccc2ccccc2c1	3	6	-0.6	3	1	-3	13	1	3	19	3
CCNC(=O)N1CCCC(C(=O)c2ccc3cc(OC)ccc3c2)C1 (stereo unspecified)	-17	-6	1.8	1	-6	-5	-13	-2	-20	-1	1
CCOc1ccc(S(=O)(=O)N/N=C2/CC(c3ccccc3)Oc3ccccc32)cc1 (stereo unspecified)	-4	-25	4.6	1	-4	-15	-43	1	5	-19	-1
CCOc1ccc(NS(=O)(=O)c2ccc3[nH]c(=O)c(=O)[nH]c3c2)cc1	-1	-4	1.1	4	-6	18	-32	4	.	5	4
CCOC(=O)c1ccc(CNC(=O)c2n[nH]c(=O)c3ccccc23)o1	19	-27	1.7	-5	9	4	-17	19	1	-2	-5
COc1cnn(Cc2ccccc2)c(=O)c1SCc1ccccc1	4	3	-0.9	1	0	29	10	-1	5	9	-11
CN(C)C(=O)CSc1nnc([C@H](Cc2c[nH]c3ccccc23)NC(=O)OC(C)(C)C)o1	-10	1	-2.3	-9	-7	18	15	4	-5	9	0
C1=CC2(C=C1)OC21CCC2(C=CC3(C2)OC3C2CCCCC2)CC1 (stereo unspecified)	-16	2	0.2	-5	-2	-11	-3	1	7	13	-4
O=C(CN(C(=O)c1ccc2c(c1)OCCO2)c1ccccc1)NCC1CCCO1 (stereo unspecified)	17	3	0.1	-1	5	9	18	11	-3	2	-1
CCOC(=O)C1CCN(CCC(=O)Nc2ccccc2)CC1	-3	-3	-0.3	3	3	-3	3	1	-8	-16	2
CC(C)N1C(=O)C(O)(C2COC(C)(C)CC2=O)c2ccccc21 (stereo unspecified)	14	-3	-2.6	-1	-1	19	-1	0	0	5	3
CCc1ccc(C=NC23CN4CN(CN(C4)C2)C3)s1	-10	-9	-0.2	3	0	-3	9	4	-2	5	-4
CCCN(CC(=O)Nc1ccccc1C)C(=O)C1CC(=O)N(c2ccccc2C(C)CC)C1 (stereo unspecified)	-4	8	-0.8	11	1	-6	21	2	9	7	-1
CN(C)C(=O)CSc1nc(-c2ccccc2)c(-c2ccccc2)o1	5	-3	-3.0	3	-1	20	2	3	5	17	2
COc1ccc(C2C(C#N)=C(N)Oc3c2c(-c2ccccc2)nn3-c2ccccc2)c(OC)c1OC (stereo unspecified)	13	-8	-1.0	-25	-5	-2	3	1	-5	4	-21
CCOC(=O)C1=CN(CC)S(=O)(=O)NC1CC (stereo unspecified)	17	-6	-1.6	9	0	-4	-11	6	5	6	-8
COC(=O)c1ccc(NC(=O)C23CC4CC(C2)CC(n2cnc(Cl)n2)(C4)C3)cc1	4	14	0.5	7	16	28	-2	3	0	13	-2
O=C(c1ccco1)N1CCN(C(=O)C2(S(=O)(=O)c3ccc(Cl)cc3)CC2)CC1	-12	6	0.1	8	-4	9	-1	0	-7	2	3
COCCCn1c(SCc2cccc(C(F)(F)F)c2)nc2cc(OC)c(OC)cc2c1=N	-12	-7	0.6	-5	-9	21	3	12	-8	-6	6
COCc1cc(Sc2ccc(Cl)cc2Cl)nc(-c2ccccc2)n1	-2	-8	-3.5	-3	-2	3	5	0	-6	7	6
CC(=O)N(CCc1ccccc1)Cc1cc2cc(C)ccc2[nH]c1=O	-6	-24	0.2	2	1	-3	-12	11	-5	-7	-2
O=C(Cn1cccc1)NCc1cccs1	-11	-1	-0.1	-1	3	7	-8	3	-6	-2	-2
